Screening data (PubChem)
tuberculosis growth: growth inhibition of non-replicating M. tuberculosis (AID 488890) | Mycobacterium tuberculosis non-replicating, growth inhibition; higher % means a stronger effect | inhibition, % at 25 µM; hits with a dose series show IC50 in µM | 320,000 compounds, 0.39% hits; in the data active = a potency from the dose series;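 note: plate controls were DMSO cells for no effect and high antibiotic wells for full effect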
VEEV TC-83 Vero: inhibitors of VEEV TC-83 cytopathic effect, confirmation, Vero cells (AID 588727); Vero cells, VEEV TC-83 cytopathic effect inhibition; higher % means a stronger effect; inhibition, % at 20 µM, or IC50 in µM where a hit was titrated; 350,000 compounds, 0.13% hits; in the data active = a potency from the dose series; note: strong numbers were not always called active
influenza NS1A: NS1A inhibition, H1N1 influenza, cell based functional assay (AID 504329); 340,000 compounds, 0.3% hits; NS1A functional cell-based assay, percent inhibition; higher % means a stronger effect; inhibition, % at 12.5 µM; hits with a dose series show IC50 in µM; in the data active = a potency from the dose series; note: strong numbers were not always called active
Salmonella PhoP GFP: PhoP regulon inhibitors, Salmonella typhi PhoP promoter GFP reporter, confirmatory (AID 1850); inhibition, % at 50 µM; hits with a dose series show IC50 in µM; Salmonella Typhi PhoP-promoter GFP reporter, fluorescence, 4 h; higher % means a stronger effect; 310,000 compounds, 0.33% hits; in the data active = a potency from the dose series;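 note: 0% = induced wells with vehicle and 100% = uninduced wells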
M. tuberculosis HTS: M. tuberculosis growth inhibition, HTS (AID 449762) | M. tuberculosis H37Rv growth inhibition, 7H9 media; higher % means a stronger effect | inhibition, % at 25 µM, or IC50 in µM where a hit was titrated | 330,000 compounds, 0.59% hits; in the data active = a potency from the dose series;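 note: bacterial growth assessed after seven days of incubation; strong numbers were not always called active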
VEEV TC-83 Vero 10K pilot screen: recorded beside VEEV TC-83 Vero, whose call it bears; inhibition, %; measured here: 10K pilot screen inhibition
Active calls of the source: *.

Results for Cc1ccccc1NS(=O)(=O)c1ccc(C2CNC(=O)C2)cc1 (stereo not drawn) ?
tuberculosis growth: 2.9%; VEEV TC-83 Vero: inactive; influenza NS1A: -5.3%; Salmonella PhoP GFP: -10.5%; M. tuberculosis HTS: -8.2%; VEEV TC-83 Vero 10K pilot screen: 2.8

What do the screens show for `CCC(CC)N=C1NS(=O)(=O)c2cc([N+](=O)[O-])ccc21`?
tuberculosis growth: -3.1%; VEEV TC-83 Vero: 0.6%; influenza NS1A: -2.4%; Salmonella PhoP GFP: 1.9%; M. tuberculosis HTS: 4.0%

What do the screens show for `COc1ccc(NC(C)=O)cc1C`?
tuberculosis growth: 4.5%; VEEV TC-83 Vero: 0.4%; influenza NS1A: -6.0%; Salmonella PhoP GFP: -4.1%; M. tuberculosis HTS: 7.0%

How did COc1cccc(/C=N/NC(=O)c2nc(-c3ccccc3)cc(-c3ccccc3)n2)c1 do in these assays?
tuberculosis growth: 3.4%; VEEV TC-83 Vero: 8.3%; influenza NS1A: 7.3%; Salmonella PhoP GFP: -5.0%; M. tuberculosis HTS: -2.4%

Results for O=C(N/C(=C/c1ccco1)C(=O)N1CCOCC1)c1ccccc1Br ?
tuberculosis growth: -12.8%; VEEV TC-83 Vero: 1.6%; influenza NS1A: -6.3%; Salmonella PhoP GFP: 7.9%; M. tuberculosis HTS: -0.2%

How did CC(C)CC(OC(=O)CC1Sc2ccccc2NC1=O)C(=O)NC1CCCC1 (stereo not drawn) do in these assays?
tuberculosis growth: -3.7%; VEEV TC-83 Vero: 3.3%; influenza NS1A: -4.9%; Salmonella PhoP GFP: -0.2%; M. tuberculosis HTS: 1.3%

What do the screens show for `COCCCNC(CC(=O)Nc1ccc(OC)cc1OC)C(=O)O` (stereo not drawn)?
tuberculosis growth: 0.5%; VEEV TC-83 Vero: 2.3%; influenza NS1A: 2.6%; Salmonella PhoP GFP: 5.1%; M. tuberculosis HTS: 8.6%

How did Cc1ccc(NC(=O)C2CCN(S(=O)(=O)c3cccs3)CC2)cc1C do in these assays?
tuberculosis growth: 8.0%; VEEV TC-83 Vero: inactive; influenza NS1A: -21.7%; Salmonella PhoP GFP: -2.3%; M. tuberculosis HTS: 5.0%

Results for Cc1cc(=O)[nH]c2c(C)cc(S(=O)(=O)N3CCOCC3)cc12 ?
tuberculosis growth: -7.1%; VEEV TC-83 Vero: 2.0%; influenza NS1A: -2.9%; Salmonella PhoP GFP: -5.9%; M. tuberculosis HTS: -1.9%

How did CC1CCCC(NC(=O)c2cc(S(=O)(=O)N3CCOCC3)ccc2F)C1C (stereo not drawn) do in these assays?
tuberculosis growth: 12.1%; VEEV TC-83 Vero: inactive; influenza NS1A: -8.7%; Salmonella PhoP GFP: -19.2%; M. tuberculosis HTS: -2.2%

Results for Cc1cccc(NC(=O)CN2C(=O)COc3ccc(Cl)cc32)c1C ?
tuberculosis growth: -2.9%; VEEV TC-83 Vero: 0.5%; influenza NS1A: -5.0%; Salmonella PhoP GFP: -6.1%; M. tuberculosis HTS: -0.2%

How did Cc1nn(-c2ccccc2)c(C)c1S(=O)(=O)O do in these assays?
tuberculosis growth: -10.9%; VEEV TC-83 Vero: 1.2%; influenza NS1A: -1.8%; Salmonella PhoP GFP: -1.1%; M. tuberculosis HTS: -13.1%

How did Cc1nc2scc(-c3ccco3)c2c(=O)n1/N=C/N(C)C do in these assays?
tuberculosis growth: -1.1%; VEEV TC-83 Vero: 0.5%; influenza NS1A: -4.7%; Salmonella PhoP GFP: -7.3%; M. tuberculosis HTS: -3.6%

What do the screens show for `CC1CN(CC(=O)Nc2nc(-c3ccc(Cl)cc3)cs2)CC(C)O1` (stereo not drawn)?
tuberculosis growth: 12.1%; VEEV TC-83 Vero: inactive; influenza NS1A: -3.1%; Salmonella PhoP GFP: -4.6%; M. tuberculosis HTS: 6.0%

How did Cn1c(SCC(=O)Nc2ccccc2)nc(O)cc1=O do in these assays?
tuberculosis growth: 47.0%; VEEV TC-83 Vero: inactive; influenza NS1A: -8.9%; Salmonella PhoP GFP: -2.9%; M. tuberculosis HTS: 2.8%

What do the screens show for `NC(N)=NC(N)=NCCc1ccccc1`?
tuberculosis growth: -4.0%; VEEV TC-83 Vero: inactive; influenza NS1A: 2.3%; Salmonella PhoP GFP: -2.1%; M. tuberculosis HTS: -1.7%

What do the screens show for `COc1cccc(C(C(=O)NC(C)(C)C)N(C(=O)CCC(=O)Nc2cc(C)on2)C2CC2)c1OC` (stereo not drawn)?
tuberculosis growth: 2.3%; VEEV TC-83 Vero: 1.6%; influenza NS1A: 7.8%; Salmonella PhoP GFP: -6.9%; M. tuberculosis HTS: -4.6%

Results for CC(C)(C)OC(=O)N[C@H](C(=O)OC(C)(C)C)c1ccc2ccccc2c1 ?
tuberculosis growth: -8.3%; VEEV TC-83 Vero: 0.2%; influenza NS1A: 11.1%; M. tuberculosis HTS: 10.1%

What do the screens show for `O=C(c1ccc(OCC2CCCO2)cc1)N1CCN(S(=O)(=O)c2cccc(F)c2)CC1` (stereo not drawn)?
VEEV TC-83 Vero: inactive; influenza NS1A: 11.3%

What do the screens show for `O=S1(=O)N=C(Nc2ccc(S(=O)(=O)N3CCCCC3)cc2)c2ccccc21`?
tuberculosis growth: 3.2%; VEEV TC-83 Vero: 0.2%; influenza NS1A: -12.2%; Salmonella PhoP GFP: -2.6%; M. tuberculosis HTS: 4.5%

Results for Cc1cccc(N2CN=c3s/c(=C\c4ccccn4)c(=O)n3C2)c1 ?
tuberculosis growth: 16.9%; VEEV TC-83 Vero: 1.8%; influenza NS1A: 1.2%; Salmonella PhoP GFP: 1.1%; M. tuberculosis HTS: 2.2%

Results for CCCN(C(=O)c1ccco1)c1nnc(-c2ccncc2)s1 ?
tuberculosis growth: 2.3%; VEEV TC-83 Vero: 8.2%; influenza NS1A: -23.6%; Salmonella PhoP GFP: -27.5%; M. tuberculosis HTS: 12.0%

Results for O=c1oc2ccccc2c(NC2CCCCC2)c1NS(=O)(=O)c1ccc(F)cc1 ?
tuberculosis growth: 23.6%; VEEV TC-83 Vero: 10.9%; influenza NS1A: -6.2%; Salmonella PhoP GFP: 1.4%; M. tuberculosis HTS: 5.2%

What do the screens show for `CCN1CCN(C(=O)c2sc3nc(C)nc(N4CCC(C)CC4)c3c2C)CC1`?
tuberculosis growth: 8.4%; VEEV TC-83 Vero: inactive; influenza NS1A: -5.8%; Salmonella PhoP GFP: 1.7%; M. tuberculosis HTS: -3.2%

How did CCN(C(=O)COC(=O)/C=C/c1cccc(Br)c1)C1CCS(=O)(=O)C1 (stereo not drawn) do in these assays?
tuberculosis growth: -7.4%; VEEV TC-83 Vero: 0.3%; influenza NS1A: 2.0%; Salmonella PhoP GFP: -9.6%; M. tuberculosis HTS: 2.4%

What do the screens show for `Cc1noc(/C=C/c2ccco2)c1S(=O)(=O)N1CCC(C(=O)N2c3ccccc3CC2C)CC1` (stereo not drawn)?
tuberculosis growth: 31.9%; VEEV TC-83 Vero: inactive; influenza NS1A: 6.7%; Salmonella PhoP GFP: 0.9%; M. tuberculosis HTS: 6.9%

What do the screens show for `Cc1ccc2nc(-c3ccsc3)c(NC3CCCC3)n2c1`?
tuberculosis growth: 61.3%; VEEV TC-83 Vero: 1.0%; influenza NS1A: 2.8%; Salmonella PhoP GFP: -1.4%; M. tuberculosis HTS: 2.4%

Results for COc1ccccc1NC(=O)C1CCOC1=O (stereo not drawn) ?
tuberculosis growth: -10.7%; VEEV TC-83 Vero: 6.0%; Salmonella PhoP GFP: -6.0%; M. tuberculosis HTS: -1.8%

Results for COc1ccc(-c2ccc(CCC(=O)O)n2CC2CCCO2)cc1 (stereo not drawn) ?
tuberculosis growth: 18.9%; VEEV TC-83 Vero: 0.5%; influenza NS1A: 1.7%; Salmonella PhoP GFP: 2.8%; M. tuberculosis HTS: -1.2%

What do the screens show for `Nc1ccc2nc(-c3ccc(-c4nc5ccc(N)cc5[nH]4)cc3)[nH]c2c1`?
tuberculosis growth: 12.6%; Salmonella PhoP GFP: 2.1%; M. tuberculosis HTS: 1.2%

What do the screens show for `CN1C(=O)C2(OCC(C)([N+](=O)[O-])CO2)c2ccccc21` (stereo not drawn)?
tuberculosis growth: -3.7%; VEEV TC-83 Vero: 0.6%; influenza NS1A: -6.1%; Salmonella PhoP GFP: 5.7%; M. tuberculosis HTS: 10.2%

How did O=C(COC(=O)c1cc(-c2ccncc2)nc2ccccc12)Nc1ccc2c(c1)OCO2 do in these assays?
tuberculosis growth: -1.0%; Salmonella PhoP GFP: 0.2%; M. tuberculosis HTS: 0.6%

Results for N#Cc1ccccc1S(=O)(=O)N1CCNS(=O)(=O)c2ccccc21 ?
VEEV TC-83 Vero: 0.2%; influenza NS1A: -16.7%

What do the screens show for `COc1cccc(C2C3=C(CC(C)(C)CC3=O)Nc3cc4c(cc32)OCO4)c1` (stereo not drawn)?
tuberculosis growth: 28.7%; VEEV TC-83 Vero: 1.1%; influenza NS1A: 3.4%; Salmonella PhoP GFP: 4.0%; M. tuberculosis HTS: 8.7%

What do the screens show for `COc1ccc(NC(=O)CCN2C(=O)c3ccccc3C2=O)c(OC)c1`?
tuberculosis growth: -14.6%; VEEV TC-83 Vero: inactive; influenza NS1A: -1.1%; Salmonella PhoP GFP: -3.4%; M. tuberculosis HTS: -0.2%

Results for CC(C)C(C(=O)NC1CCCC1)N(CC1CCCO1)C(=O)CNS(=O)(=O)c1ccc(F)cc1 (stereo not drawn) ?
tuberculosis growth: -9.7%; VEEV TC-83 Vero: 0.5%; influenza NS1A: 8.1%; Salmonella PhoP GFP: 12.6%; M. tuberculosis HTS: 2.5%

Results for C/C(=N\NC(=S)Nc1c(C)cccc1C)c1cc2ccccc2o1 ?
tuberculosis growth: 9.2%; VEEV TC-83 Vero: 0.5%; influenza NS1A: 5.1%; Salmonella PhoP GFP: -7.0%; M. tuberculosis HTS: 2.7%

Results for Cc1ccc(S(=O)(=O)N2CCOCC2)cc1-c1n[nH]c(=S)n1-c1ccccc1 ?
tuberculosis growth: -14.5%; VEEV TC-83 Vero: 4.7%; influenza NS1A: -11.1%; M. tuberculosis HTS: -5.1%

Results for N#C/C(=C\c1ccc[nH]1)C(=O)c1ccccc1 ?
tuberculosis growth: 20.1%; VEEV TC-83 Vero: 1.7%; influenza NS1A: -5.5%; Salmonella PhoP GFP: -2.2%; M. tuberculosis HTS: 1.4%

How did CCOc1cc(/C=N/NC(=O)c2ccc(CN3CCOCC3)cc2)ccc1OCc1ccccc1 do in these assays?
tuberculosis growth: 2.5%; VEEV TC-83 Vero: 0.8%; influenza NS1A: -6.3%; Salmonella PhoP GFP: -6.4%; M. tuberculosis HTS: -1.3%

What do the screens show for `COCCCN1C(=O)C(=O)/C(=C(/O)c2ccc(OC)cc2)C1c1cccc(OC)c1` (stereo not drawn)?
tuberculosis growth: 4.7%; VEEV TC-83 Vero: 0.7%; influenza NS1A: -19.1%; Salmonella PhoP GFP: -2.1%; M. tuberculosis HTS: -19.4%

What do the screens show for `CCOC(=O)c1c(NC(=O)COC(=O)c2ccc(O)cc2)sc(C(=O)NC)c1C`?
tuberculosis growth: 5.1%; VEEV TC-83 Vero: 0.7%; influenza NS1A: -5.7%; Salmonella PhoP GFP: -3.1%; M. tuberculosis HTS: -16.9%

Results for Cc1cc(C)c(C#N)c(SCC(=O)N2CCCCC2)n1 ?
tuberculosis growth: -2.7%; VEEV TC-83 Vero: 0.5%; influenza NS1A: 2.3%; Salmonella PhoP GFP: 1.7%; M. tuberculosis HTS: -5.7%

Results for CC(=O)Nc1ccc(NC(=O)c2ccc(OCc3c(C)noc3C)cc2)cc1 ?
tuberculosis growth: -11.4%; VEEV TC-83 Vero: 0.7%; influenza NS1A: 3.3%; M. tuberculosis HTS: 9.6%

5 entries picked at random from the list so far:
Results for Cc1cc(C)c(C#N)c(SCC(=O)N2CCCCC2)n1 ?
tuberculosis growth: -2.7%; VEEV TC-83 Vero: 0.5%; influenza NS1A: 2.3%; Salmonella PhoP GFP: 1.7%; M. tuberculosis HTS: -5.7%

What do the screens show for `COCCCN1C(=O)C(=O)/C(=C(/O)c2ccc(OC)cc2)C1c1cccc(OC)c1` (stereo not drawn)?
tuberculosis growth: 4.7%; VEEV TC-83 Vero: 0.7%; influenza NS1A: -19.1%; Salmonella PhoP GFP: -2.1%; M. tuberculosis HTS: -19.4%

Results for N#C/C(=C\c1ccc[nH]1)C(=O)c1ccccc1 ?
tuberculosis growth: 20.1%; VEEV TC-83 Vero: 1.7%; influenza NS1A: -5.5%; Salmonella PhoP GFP: -2.2%; M. tuberculosis HTS: 1.4%

Results for CC(=O)Nc1ccc(NC(=O)c2ccc(OCc3c(C)noc3C)cc2)cc1 ?
tuberculosis growth: -11.4%; VEEV TC-83 Vero: 0.7%; influenza NS1A: 3.3%; M. tuberculosis HTS: 9.6%

Results for C/C(=N\NC(=S)Nc1c(C)cccc1C)c1cc2ccccc2o1 ?
tuberculosis growth: 9.2%; VEEV TC-83 Vero: 0.5%; influenza NS1A: 5.1%; Salmonella PhoP GFP: -7.0%; M. tuberculosis HTS: 2.7%
